MrgX1 agonist: activates human MrgX1 receptor signaling | Q96LB2 | MrgX1-HEK293 cells, Fluo-4 calcium fluorescence, agonist mode; stronger effect = higher value | B-score at 10 µM | 310,000 tested, 0.44% active | AID 588627;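 active = calcium response B-score plate-corrected fluorescence ratio at least 3 library SD, with starting fluorescence B-score inside 5 SD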
Target sequence (Q96LB2 whole entry, looked up): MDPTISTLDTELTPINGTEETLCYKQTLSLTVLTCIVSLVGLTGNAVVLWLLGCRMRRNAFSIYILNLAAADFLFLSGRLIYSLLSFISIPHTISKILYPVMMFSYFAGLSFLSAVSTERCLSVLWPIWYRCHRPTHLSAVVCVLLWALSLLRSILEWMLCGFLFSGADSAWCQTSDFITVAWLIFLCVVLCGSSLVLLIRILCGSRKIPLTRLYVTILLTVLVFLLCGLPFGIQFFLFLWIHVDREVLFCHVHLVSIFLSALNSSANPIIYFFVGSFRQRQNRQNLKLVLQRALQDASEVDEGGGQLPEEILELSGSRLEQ
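times = overnight plating, then 30 min 37 °C plus 30 min room-temperature dye loading | assay system = stable human MrgX1 HEK293 cell line | input = fifteen thousand cells per well | signal = kinetic calcium dye fluorescence, Fluo-4 NW | dosing = compound delivered in addition one of three | read-out = B-scored fluorescence response ratio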
TRPC6 inhibitor: blocks the mouse TRPC6 cation channel | HEK293-TRPC6, membrane potential dye, ACh-evoked depolarization; stronger effect = lower value | B-score at 10 µM | 310,000 tested, 1.1% active | AID 2553;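 active = B-score under library mean minus 3 SD, initial fluorescence not abnormally high, positive integrated signal ratio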;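 note: B-score derived from integrated fluorescence ratio over the kinetic read; more negative B-score means stronger inhibition of depolarization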
PolyA inhibitor: blocks polyadenylation in yeast reporter cells; S. cerevisiae SKY197-pL101 polyadenylation reporter, beta-gal luminescence; efflux-impaired pdr1/pdr3 knockout yeast; score 100 = 6 SD above DMSO; calls only at 12 µM; 300,000 tested, 0.02% active; AID 1875;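 active = lowest replicate activity score at least 50, where 100 means six control SD above control mean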;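 note: yeast exposed to compound for 9 h at 30 °C; higher score means more reporter readthrough which indicates perturbed polyadenylation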
TRPC4 PAM: TRPC4 (mouse) allosteric potentiation | Q9QUQ5 | HEK293 TRPC4beta/mu-opioid, DAMGO EC20, Fluo-4 Ca2+ flux; stronger effect = higher value | B-score at 10 µM | 310,000 tested, 0.42% active | AID 2227;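 active = B-score of calcium response area above 5 SD of library B-scores, with initial fluorescence ratio within 5 SD of library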;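 note: B-score of integrated fluorescence ratio over time as area under calcium response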
TRPC4 inh: inhibitors of mouse TRPC4 channel. 300,000 tested, 0.39% active. HEK293 TRPC4beta/mu-opioid, DAMGO-evoked Fluo4 calcium flux; stronger effect = lower value. AID 2247. Q9QUQ5. B-score at 10 µM;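 active = B-score over 3 SD under the library average, no early fluorescence shift, positive overall ratio signal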
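Signal: kinetic Fluo4 fluorescence imaging of calcium influx. Material: stable TRPC4beta/mu-opioid receptor HEK293 cells. Probe or stimulus: DAMGO in two steps, submaximal then maximal.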
MrgX1 allo act: allosterically activates human MrgX1 receptor signaling. AID 588675. MrgX1-HEK293, Fluo-4 calcium flux, FDSS; stronger effect = higher value. 310,000 tested, 0.63% active. B-score at 10 µM;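 active = plate-corrected calcium response at least 3 library SD above typical, normal starting fluorescence, not activating the receptor alone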;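 note: compound read alongside a low EC10 to EC30 dose of BAM8-22 agonist; peak minus trough fluorescence over baseline measured at the second addition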
AI-2 QS modul: Vibrio harveyi AI-2 quorum sensing modulation; Vibrio harveyi JMH597 AI-2 luminescence/OD600 ratio, 9 h; stronger effect = lower value; strain lacks LuxN and CqsS sensors; 0 = neutral-control median; activity change, % at 7.5 µM; 300,000 tested, 0.4% active; AID 2094; in the data active = activity change below about -75%, passing the limit was not always enough;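 note: luminescence divided by OD600 gain over 9 h not by final OD600 alone; inactives centre near 13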
MrgX1 antag: antagonists of human MrgX1 receptor; MRGX1-HEK293 calcium flux, Fluo-4, BAM8-22 antagonism; stronger effect = lower value; Q96LB2; B-score at 10 µM; AID 588676; 310,000 tested, 1.3% active;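 active = calcium-response B-score plate-corrected more than 3 library SD below zero, starting fluorescence within 5 deviations, no agonist response on first addition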;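 note: peak minus trough fluorescence over baseline after final BAM8-22 challenge near maximal dose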
HIF act: HIF pathway transcriptional activation | U2OS HRE-luciferase reporter, luminescence; normalized: DMSO 0%, desferrioxamine 100% | activation, % at 7.5 µM (by protocol) | 300,000 tested, 0.32% active | AID 1910;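 active = mean activation of at least 10% of the iron chelator positive control signal, with at least half of replicates also reaching 10%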
TRPC4 agonist: activators of mouse TRPC4 channel; Q9QUQ5; HEK293 TRPC4beta/mu-opioid, Fluo4 calcium fluorescence; stronger effect = higher value; B-score at 10 µM; 310,000 tested, 0.49% active; AID 2237;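 active = B-score above 5 SD of library B-scores, and initial fluorescence ratio not above library mean plus 5 SD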;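 note: positive B-score marks a calcium rise read as TRPC4 activation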
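Incubation: 45 min room-temperature Fluo4 loading, 110 s read / System: HEK293 cells stably co-expressing mouse TRPC4beta and mu-opioid receptor / Signal: Fluo4 fluorescence, kinetic / Control set: buffer (low) and maximal DAMGO (high) / Measure: integrated baseline-normalised fluorescence ratio, converted to per-well B score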
TRPC6 act: mouse TRPC6 channel activation. Q61143. HEK293-TRPC6 membrane potential dye fluorescence; stronger effect = higher value. B-score at 10 µM. 310,000 tested, 0.13% active;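 active = B-score of the integrated fluorescence ratio above library mean plus 3 SD, and starting fluorescence ratio within library mean plus 5 SD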;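 note: higher score means more depolarization so channel activation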
* hit, by the source's call; i = inactive; x = not tested or not shown.

Molecule,TRPC6 act,MrgX1 allo act,TRPC4 agonist,HIF act,PolyA inhibitor,MrgX1 agonist,TRPC4 PAM,AI-2 QS modul,TRPC4 inh,TRPC6 inhibitor,MrgX1 antag
CC(C)NC(=O)COc1ccc(OCc2ccccc2)cc1,i,i,i,1.5,i,i,i,20.5,i,i,i
Cc1cc(C)c(S(=O)(=O)N2CCN(c3ccc([N+](=O)[O-])c(NCC4CCCO4)c3)CC2)c(C)c1 (stereo not given),i,i,i,-0.3,i,i,i,15.2,i,i,i
O=C(CSCc1ccccc1Br)N/N=C/c1ccccc1C(=O)O,i,i,i,-0.1,i,i,i,4.2,i,i,i
O=C(NCC(O)c1ccc([N+](=O)[O-])cc1)c1cccc(S(=O)(=O)N2CCCC2)c1 (stereo not given),i,i,i,0.3,i,i,i,7.6,i,i,i
S=C(Nc1cccnc1)Nc1ccccn1,i,i,i,-1.6,i,i,i,12.7,i,i,i
CCC(=O)NC(=S)Nc1ccc(NC(=O)c2ccc(OC)cc2)cc1,i,i,i,1.0,i,i,i,1.7,i,i,i
O=C(Cn1cnc([N+](=O)[O-])c1)c1ccc(Cl)cc1,i,i,i,-0.1,i,i,i,14.0,i,i,i
CCN(CC)C(=O)CN1C(=O)COCC1=O,i,i,i,-0.3,i,i,i,20.9,i,i,i
O=C(O)CCc1nc2cc(C(F)(F)F)ccc2n(Cc2ccccc2)c1=O,i,i,i,-1.0,i,i,i,19.1,i,i,i
Cc1ccc(CNC2CCCCC2)s1,i,i,i,-0.6,i,i,i,6.5,i,i,i
O=C(COC(=O)/C=C/c1ccc(Br)o1)Nc1ccccc1F,i,i,i,0.8,i,i,i,21.5,i,i,i
COCCCNC(=O)CCCCCNS(=O)(=O)c1ccc(Br)cc1,i,i,i,-0.8,i,i,i,17.6,i,i,i
CCN(CC(=O)NC(C)C)C(=O)c1ccc(S(=O)(=O)N(C)c2ccccc2OC)cc1,i,i,i,-0.1,i,i,i,13.1,i,i,i
COc1ccc(Cl)cc1NC(=O)c1ccccc1C,i,i,i,-1.0,i,i,i,-2.6,i,i,i
CC(C)(C)C(=O)N1CCC(O)(CS(=O)(=O)Cc2ccccc2)CC1,i,i,i,0.1,i,i,i,14.6,i,i,i
Cc1nnc(NC(=O)CSc2ccc(-c3ccc(Cl)cc3)nn2)s1,i,i,i,0.3,i,i,i,17.3,i,i,i
O=S(=O)(c1ccc(NC2CCCCC2)cc1)N1CCOCC1,i,i,i,0.3,i,i,i,37.9,i,i,i
CCCCNC(=O)N1CCN(C(c2ccccc2)c2ccccc2)CC1,i,i,i,0.8,i,i,i,6.1,i,i,i
Cc1ccc(C(=O)N2CCN(c3cc4c(cc3[N+](=O)[O-])n(C)c(=O)n4C)CC2)cc1,i,i,i,-0.1,i,i,i,0.6,i,i,i
O=C(CCC(=O)OCC(F)(F)C(F)F)NCc1ccccc1,i,i,i,-0.5,i,i,i,3.0,i,i,i
COc1ccc(C(=O)COC(=O)c2cccc(-n3cnnn3)c2)c(OC)c1,i,i,i,2.3,i,i,i,9.3,i,i,i
CCOC(=O)c1c(NC(=O)c2ccc(C)cc2)sc2c1CC(C)(C)NC2(C)C,i,i,i,0.1,i,i,i,10.5,i,i,i
O=Cc1cn(CC(=O)Nc2ccc3c(c2)OCO3)c2ccccc12,i,i,i,0.1,i,i,i,24.1,i,i,i
CCOC(=O)C1=C(C)NC(=S)NC1c1ccc(-c2ccc(Cl)cc2)o1 (stereo not given),i,i,i,0.5,i,i,i,-16.1,i,i,-4.83*
O=C(CSc1nnnn1-c1ccc(O)cc1)N1N=C(c2ccc3ccccc3c2)CC1c1ccccc1 (stereo not given),i,i,i,1.3,i,i,i,11.6,i,i,i
O=C(O)CSc1nnc(Cc2cccc3ccccc23)n1-c1cc(C(F)(F)F)cc(C(F)(F)F)c1,i,i,i,0.4,i,i,i,6.8,i,i,i
O=C1C=C(c2ccc(Cl)cc2)C(=O)N1Nc1ccccc1,i,i,i,0.7,i,i,i,15.5,i,i,i
N#CC1(NC(=O)COC(=O)/C=C/c2ccc3ccccc3n2)CCCCC1,i,i,i,1.0,i,i,i,27.2,i,i,i
COc1c(O)cccc1[C@@H](O)C1CCN(CCc2ccc(F)cc2)CC1,i,i,i,-0.6,i,i,i,3.6,i,i,i
Cc1[nH]c2ccccc2c1C(=O)C(=O)NCCc1c[nH]c2ccccc12,i,i,i,1.1,i,i,i,-0.1,i,i,i
COc1ccc(OC)c(CNC(=O)CCn2c(=O)c3cccn3c3ccc(F)cc32)c1,i,i,i,-0.1,i,i,i,11.8,i,i,i
C=CCN(CC=C)C(=O)C1CCC(C(=O)N(CC=C)CC=C)CC1 (stereo not given),i,i,i,-0.1,i,i,i,15.2,i,i,i
Cc1ccc(-n2c3c(cc(C(=O)NCc4ccco4)c2=O)C(=O)CCC3)cc1,i,i,i,-0.6,i,i,i,0.3,i,i,i
O=C1C=C(NC2CC2)C2(CCCCC2)O1,i,i,i,0.0,i,i,i,12.7,i,i,i
O=C(CSc1nnc(C2CCCCC2)o1)Nc1ccccc1Cl,i,i,i,2.4,i,i,i,13.4,i,i,i
CC(=O)c1c(C)[nH]c(C(=O)OCC(=O)Nc2ccc(C)cc2[N+](=O)[O-])c1C,i,i,i,0.2,i,i,i,11.0,i,i,i
O=C(N/C(=C/C=C/c1ccccc1)C(=O)N1CCCCC1)c1ccc([N+](=O)[O-])cc1,i,i,i,-1.2,i,i,i,2.0,i,i,i
Cc1cc(C)c(C(=O)NC2CC(C)(C)Cc3c2cnn3-c2ccccc2)o1 (stereo not given),i,i,i,-0.1,i,i,i,12.9,i,i,i
CCN(CC)c1ccc(S(=O)(=O)N2CCOCC2)cc1NC(=O)CSC(=S)N1CCCC1,i,i,i,-0.1,i,i,i,19.0,i,i,i
O=C(Nc1ccccc1N1CCOCC1)c1ccc(Cl)nc1,i,i,i,0.2,i,i,i,23.7,i,i,i
CCCNCc1cc(OC)c(OCC(=O)Nc2ccccc2)cc1Br,i,i,i,1.4,i,i,i,15.9,i,i,i
Cc1ccc(OCCNS(=O)(=O)c2ccc(N3CCCC3=O)cc2)cc1C,i,i,i,-0.5,i,i,i,9.3,i,i,i
O=C(CCn1cnnn1)Nc1cccc(F)c1,i,i,i,0.1,i,i,i,49.3,i,i,i
O=c1c2ccccc2c(-c2ccccc2)nn1-c1ccccn1,i,i,i,0.0,i,i,i,-0.3,i,i,i
CC(=O)c1cccc(NC(=O)c2cc(-c3cccs3)on2)c1,i,i,i,1.0,i,i,i,15.5,i,i,i
CCc1ccccc1NC(=O)C1(S(=O)(=O)c2ccc(C)cc2)CC1,i,i,i,0.1,i,i,i,6.9,i,i,i
COc1ccc(-c2cc3ncnc(Cl)c3s2)cc1,i,i,i,0.8,i,i,i,39.0,i,i,i
N#Cc1ccc(-c2ccc(OCC(=O)NCC(=O)Nc3ccc(F)c(F)c3F)cc2)cc1,i,i,i,-0.1,i,i,i,18.9,i,i,i
CCCC(=O)C1=C(O)C(C(=O)OC)C(C)(C)CC1=Nc1ccc(N)cc1 (stereo not given),i,i,i,-1.1,i,i,i,32.8,i,i,i
O=C(Nc1ncccc1O)c1c(O)c2ccccc2[nH]c1=O,i,i,i,0.3,i,i,i,17.1,i,i,i
Cc1cc([N+](=O)[O-])ccc1NCc1ccccc1[N+](=O)[O-],i,i,i,0.1,i,i,i,23.2,i,i,i
O=C(NCC(c1cccs1)N1CCOCC1)c1ccc(Br)o1 (stereo not given),i,i,i,0.4,i,i,i,14.7,i,i,i
CC1(C)C2CCC13CS(=O)(=O)NC3C2 (stereo not given),i,i,i,x,x,i,i,18.7,i,i,i
COc1ccc(OCC(O)CNCCNc2nccc(C(F)(F)F)n2)cc1 (stereo not given),i,i,i,0.6,i,i,i,26.7,i,i,i
COc1cccc(COCC(O)Cn2cnc3cc(C)c(C)cc32)c1 (stereo not given),i,i,i,0.1,i,i,i,25.1,i,i,i
CC(=O)Nc1ccc(S(=O)(=O)NC2(C(F)(F)F)C(=O)Nc3c2c(=O)n(C)c(=O)n3C)cc1 (stereo not given),i,i,i,0.3,i,i,i,16.4,i,i,i
COc1ccc(OC)c(N(CC(=O)NCC2CCCO2)S(=O)(=O)c2ccccc2)c1 (stereo not given),i,i,i,-1.4,i,i,i,16.3,i,i,i
C=CCNC(=O)c1cc2c(=O)n3cccc(C)c3nc2s1,i,i,i,1.6,i,i,i,16.4,i,i,i
CCOC(=O)C1CCN(C(=O)Cc2ccc(OC)c(OC)c2)CC1,i,i,i,-0.4,i,i,i,19.3,i,i,i
COCCNC(=O)CN(Cc1ccccc1)S(=O)(=O)c1ccc2nc(C)sc2c1,i,i,i,0.1,i,i,i,10.2,i,i,i

Ordered by length of the SMILES (lowest first): part of the list above.
Molecule,TRPC6 act,MrgX1 allo act,TRPC4 agonist,HIF act,PolyA inhibitor,MrgX1 agonist,TRPC4 PAM,AI-2 QS modul,TRPC4 inh,TRPC6 inhibitor,MrgX1 antag
O=C1C=C(NC2CC2)C2(CCCCC2)O1,i,i,i,0.0,i,i,i,12.7,i,i,i
COc1ccc(-c2cc3ncnc(Cl)c3s2)cc1,i,i,i,0.8,i,i,i,39.0,i,i,i
Cc1cc([N+](=O)[O-])ccc1NCc1ccccc1[N+](=O)[O-],i,i,i,0.1,i,i,i,23.2,i,i,i

(list continues)
Molecule,TRPC6 act,MrgX1 allo act,TRPC4 agonist,HIF act,PolyA inhibitor,MrgX1 agonist,TRPC4 PAM,AI-2 QS modul,TRPC4 inh,TRPC6 inhibitor,MrgX1 antag
CS(=O)(=O)Nc1cccc(C2=NN(S(C)(=O)=O)C(c3ccccc3)C2)c1 (stereo not given),i,i,i,0.1,i,i,i,11.7,i,i,i
COc1ccccc1Nc1nc2ccccc2n2cnnc12,i,i,i,0.9,i,i,i,21.0,i,i,i
O=C(O)c1cn(Cc2ccccc2)c2ccc(Cl)cc2c1=O,i,i,i,-0.8,i,i,i,20.2,i,i,i
CCC(=O)N(C1=C(NC)C(=O)c2ccccc2C1=O)C(C)C,i,i,i,0.0,i,i,i,0.9,i,i,i

Some of the compounds tested; count on the stated rates, not on these rows.
